RAD52 inh: RAD52 (human) annealing inhibition; recombinant RAD52 DNA annealing, FRET fluorescence; P43351; AID 651710; inhibition, % at 18.7 µM; hit rate 0.46% among 360,000;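 active = every replicate showing at least 50% inhibition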
Target sequence (P43351 whole entry, looked up): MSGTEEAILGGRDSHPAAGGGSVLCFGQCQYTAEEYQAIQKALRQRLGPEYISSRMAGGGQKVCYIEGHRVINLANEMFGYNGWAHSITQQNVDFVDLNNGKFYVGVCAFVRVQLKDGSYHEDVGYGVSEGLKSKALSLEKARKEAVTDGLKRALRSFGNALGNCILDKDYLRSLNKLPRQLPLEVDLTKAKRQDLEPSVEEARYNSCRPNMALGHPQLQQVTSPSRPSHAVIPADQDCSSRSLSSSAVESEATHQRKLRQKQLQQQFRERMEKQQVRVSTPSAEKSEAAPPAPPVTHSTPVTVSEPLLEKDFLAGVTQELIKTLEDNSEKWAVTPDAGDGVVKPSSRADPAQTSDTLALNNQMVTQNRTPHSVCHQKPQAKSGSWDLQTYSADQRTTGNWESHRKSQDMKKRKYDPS
PglD DTNB: inhibitors of Campylobacter jejuni PglD acetyltransferase | inhibition, % at 12.5 µM | AID 602405 | hit rate 0.098% among 360,000 | purified PglD enzyme, DTNB colorimetric CoA detection; in the data active = inhibition above about 16%, passing the limit was not always enough; also: strong numbers were not always called active
Cneo AK release: Cryptococcus neoformans lysis via adenylate kinase release | C. neoformans lysis, adenylate kinase release luminescence, 4 h; normalised: neutral wells 0, clomiphene wells 100 | lysis activity, % at 15 µM | hit rate 0.2% among 360,000 | AID 651654;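 active = mean lysis activity across replicates of at least 80%, whatever share of replicates individually reach that level; inactive = mean lysis activity below 80%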
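Material – Cryptococcus neoformans yeast cells · Quantity – 5 × 10^6 yeast cells/mL · Buffer or medium – YPD medium · Compound – single dose · Timing – 4 h static compound exposure, 37 °C, read 1 h post-reagent · Signal – adenylate kinase release luminescence · Read-out basis – lysis from increased AK signal · Benchmarks – Clomiphene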
ERAP1 HTS inh: inhibitors of human ERAP1 aminopeptidase; Q9NZ08; recombinant ERAP1, Leu-AMC fluorescence, 60 min; inhibition, % at 10.7 µM; hit rate 0.15% among 340,000; AID 652197;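 active = mean replicate inhibition of at least 30%, or all replicates individually reaching that 30% level; inactive = mean below 30% and not every replicate reaching it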;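 also: 0% = neutral control wells and 100% = L-leucinethiol positive control wells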
E-selectin induc: induces E-selectin expression in human endothelial cells | hit rate 0.37% among 260,000 | P16581 | activation, % at 7.58 µM | HUVEC E-selectin immunofluorescence imaging; normalized: neutral wells 0, TNF-alpha wells 100;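 active = mean E-selectin-positive cell signal at least 10% of the positive control, reached in at least 60% of replicates, without over 20% cell loss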;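 also: in these data hits start at about 27%; measured in HUVEC primary endothelial cells; signal is the percent of cells scored E-selectin positive by PE staining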
Target sequence (P16581 whole entry, looked up): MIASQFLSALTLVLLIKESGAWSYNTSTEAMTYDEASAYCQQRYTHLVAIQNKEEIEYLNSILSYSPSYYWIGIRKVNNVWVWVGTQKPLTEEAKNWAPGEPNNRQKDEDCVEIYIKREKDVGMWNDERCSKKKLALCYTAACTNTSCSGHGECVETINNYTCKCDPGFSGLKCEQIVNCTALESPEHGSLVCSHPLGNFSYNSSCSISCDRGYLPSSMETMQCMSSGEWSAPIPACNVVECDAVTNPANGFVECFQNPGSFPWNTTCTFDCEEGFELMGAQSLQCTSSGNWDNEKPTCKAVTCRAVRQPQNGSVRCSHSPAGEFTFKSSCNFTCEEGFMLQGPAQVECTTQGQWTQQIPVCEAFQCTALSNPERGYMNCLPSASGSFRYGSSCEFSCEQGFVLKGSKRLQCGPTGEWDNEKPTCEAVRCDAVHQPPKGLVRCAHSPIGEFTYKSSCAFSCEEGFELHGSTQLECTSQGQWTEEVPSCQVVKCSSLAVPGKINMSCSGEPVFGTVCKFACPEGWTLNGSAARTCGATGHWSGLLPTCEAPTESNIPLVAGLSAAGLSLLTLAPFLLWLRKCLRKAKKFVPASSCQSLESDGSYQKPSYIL
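Material: HUVEC primary endothelial cells; Amount: 3,000 cells per well; Dosing: single concentration; Medium: EGM-2 growth medium on 0.1% gelatin-coated wells; Read-out basis: percent E-selectin-positive cells; Signal: immunofluorescence imaging; Control set: TNF-alpha, DMSO.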
RAD54 branch: blocks human RAD54 Holliday junction branch migration; hit rate 0.14% among 360,000; FAM/BHQ fluorescence; AID 602329; inhibition, % at 10.4 µM;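 active = mean normalized replicate activity at least 40 and at least half of replicates scoring 40 or more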;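 also: 0% = median of neutral control wells and 100% = median of positive control wells; inhibitors cause a drop in the FAM fluorescence signal; in these data hits start at about 50%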
miR122 inh: inhibitors of miR-122 in Huh7 cells | Huh7 miR-122 Renilla luciferase sensor, 48 h; neutral wells = 0, positive control = 100 | activation (reporter increase), % at 12.5 µM | hit rate 0.3% among 340,000 | AID 602342;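 active = mean replicate activation score at least 90 and every replicate individually at or above 90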;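 also: higher luciferase means less miR-122 activity so hits act as miR-122 inhibitors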
PGC1a acetyl inh: modulators of PGC1a acetylation; inhibition, % at 15.6 µM; U2OS PGC1a acetylation, AlphaScreen anti-acetyl-lysine; with virally co-expressed GCN5 acetyltransferase; AID 651687; hit rate 0.17% among 350,000;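 active = every replicate shows inhibition of at least 40%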;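 also: 0% = neutral control wells and 100% = positive control wells; some results beyond the cut were filed as inactive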
Starred values were filed as active, the others as inactive; x = not tested or not shown; & = joins results of further samples; ! = a repeat was not active; [ ] = dose if it differs, or a comment.

No. | canonical_smiles | RAD52 inh | PglD DTNB | Cneo AK release | ERAP1 HTS inh
1 | COc1ccc(C(=O)NC2CCCCC2)cc1OC1CCN(C(C)C)CC1 | -11.3 | -1.6 | 7.0 | -1.7
2 | C[C@H](NC(=O)C[C@H]1CC[C@H](NC(=O)C2CCC2)[C@@H](CO)O1)c1ccccc1 | -6.2 | -1.5 | -60.7 | -1.7
3 | O=C(Cc1cccs1)Nc1nnc(Cc2ccccc2)s1 | x | 4.0 | -1.8 | x
4 | Cc1ccc2[nH]c(=O)c(NC(N)=S)nc2c1 | x | -1.3 | -1.7 | x
5 | CCCCN1CC[C@H]2C=CC[C@@H](C(=O)N3CCOCC3)[C@H]2C1=O | -16.3 | 3.3 | 0.3 | -1.1
6 | Cc1ccc(C(NC(=O)C2CCN(CCOc3ccccc3)CC2)c2ccccn2)cc1 (stereo not given) | -31.9 | x | 2.0 | -4.9
7 | CCNc1nc2c(c(=O)n(C)c(=O)n2C)n1CCCc1ccccc1 | -10.8 | 6.8 | 0.2 | 2.4
8 | COC(=O)c1ccccc1NC(=O)c1ccc(NS(C)(=O)=O)cc1 | x | -2.7 | -2.0 | x
9 | Cc1cc(Cl)ccc1NC(=S)Nc1cccnc1 | x | -186.0 | 1.7 | x
10 | CC(C)CC[n+]1ccn(-c2nc3ccccc3nc2[N-]S(=O)(=O)c2ccccc2)c1 | x | 4.2 | 2.5 | x
11 | C[C@@H]1CN([C@H](C)CO)C(=O)c2cc(NC(=O)NC3CCCCC3)ccc2O[C@H]1CN(C)Cc1ccccc1 | -8.9 | -0.6 | -0.4 | -2.4
12 | COc1ccc(C2=Nn3c(nnc3-c3ccccc3)SC2)cc1OC | 4.0 | 1.0 | x | 0.6
13 | O=C(N=C1SC2CS(=O)(=O)CC2N1c1ccccc1)C1CC1 (stereo not given) | -1.5 | 4.6 | 7.5 | -0.7
14 | CN(CC(=O)Nc1ccc(C(N)=O)cc1)CC(=O)Nc1ccccc1Br | -10.8 | 4.5 | 0.2 | -0.3
15 | Cc1ccc(C(=O)N2CCN(S(=O)(=O)c3ccc(Br)cc3)CC2)o1 | 3.8 | -5.5 | -3.1 | 0.3

No. | E-selectin induc | RAD54 branch | miR122 inh | PGC1a acetyl inh
1 | -0.1 | 7.0 | x | x
2 | 0.1 | 4.2 | x | 4.7
3 | x | 4.1 | -3.4 | -7.1
4 | x | 4.2 | -3.0 | -2.7
5 | 0.2 | 3.8 | -2.6 | 1.2
6 | 0.0 | -0.8 | 1.8 | 8.9
7 | x | -6.4 | -5.8 | -4.9
8 | x | 3.0 | 1.1 | 2.7
9 | x | -1.6 | -1.5 | x
10 | x | -4.2 | 24.7 | -1.2
11 | -0.1 | 11.9 | 6.5[16.7 µM] | 2.7
12 | x | -6.4 | -3.9 | 3.8
13 | x | -11.9 | -7.2 | -1.4
14 | x | 3.9 | 0.9 | 3.3
15 | x | -0.8 | x | x

Continued:
No. | canonical_smiles | RAD52 inh | PglD DTNB | Cneo AK release | ERAP1 HTS inh
16 | COc1cc(CN2C[C@@H]3N[C@H](C2)C3c2ccc(-c3ccccc3C)cc2)cc(OC)c1 (stereo not given in full) | 63.8* | x | x | -2.3&-0.3
17 | Cc1cc(-c2nnc(SCC(=O)Nc3cccc(C)c3C)n2N)n[nH]1 | -5.1 | 2.7 | -0.9 | 1.8
18 | Cc1noc(C)c1NC(=O)N(C)C[C@H]1Oc2c(NC(=O)c3nc4ccccc4s3)cccc2C(=O)N([C@@H](C)CO)C[C@H]1C | -8.1 | -2.3 | 0.1 | -3.8
19 | O=C(O)c1cccc(NC(=O)c2ccccc2NC(=O)c2cccs2)c1 | -3.6 | 1.1 | 0.3 | -40.9
20 | O=[N+]([O-])c1c(NCCCO)cc(N2CCCCCC2)c2nonc12 | -13.5 | -12.0 | 0.1 | 1.9
21 | CC(C)c1cccc(C(C)C)c1NC(=O)CCN1C(=O)NC2(CCCC2)C1=O | -9.4 | -3.1 | 1.8 | -0.8
22 | COc1ccc2oc(=N)c(C(=O)Nc3ccccc3Cl)cc2c1 | -0.7 | -5.3 | -0.7 | -1.0
23 | C[C@@H]1CN([C@@H](C)CO)C(=O)c2cccc(NC(=O)c3nc4ccccc4s3)c2O[C@@H]1CN(C)Cc1ccncc1 | -19.1 | 4.7 | 0.3 | -12.6
24 | CCN1CCN(CC(=O)N/N=C/c2ccc(F)cc2F)CC1 | x | -2.7 | 4.7 | x
25 | CCS(=O)(=O)N1CCC(NC(=O)C2CCCCC2)CC1 | x | 0.7 | 4.5 | x
26 | CC(NC(=O)COC(=O)Cc1ccccc1[N+](=O)[O-])c1ccccc1 (stereo not given) | 1.0 | 2.1 | -1.8 | 1.1
27 | COc1ccc(-n2c(C)cc(=O)[nH]c2=O)cc1 | -4.0 | 4.1 | -0.1 | -1.3
28 | CC(C)(C)c1cnnn1-c1cccc([N+](=O)[O-])c1 | -10.3 | x | x | -9.1
29 | CC1=C(C(=O)N(C(C)C)C(C)C)CC(CC(=O)NCCCCc2ccccc2)C(=O)N1Cc1ccc(F)cc1 (stereo not given) | -5.5 | -4.4 | 0.0 | x
30 | NC(=O)c1c(NC(=O)c2cccs2)sc2c1CCCCCC2 | x | -2.6 | -1.7 | x

No. | E-selectin induc | RAD54 branch | miR122 inh | PGC1a acetyl inh
16 | -0.7 | x | x | 104.6*!
17 | x | 3.0 | x | x
18 | 0.4 | 4.9 | 3.0[16.7 µM] | 6.7
19 | -0.2 | -16.8 | -4.9 | -13.0
20 | -0.1 | 8.7 | -16.1 | 5.9
21 | 0.2 | 2.7 | x | x
22 | 0.0 | -13.6 | 0.3 | 26.3
23 | x | 5.2 | 0.7[16.7 µM] | 4.5
24 | x | 0.6 | -8.2 | -9.0
25 | x | 1.7 | -6.3 | 2.2
26 | -0.9 | -7.3 | -1.8 | 23.3
27 | x | -12.9 | 0.5 | x
28 | x | x | -4.5 | 2.2
29 | 0.0 | 0.9 | -9.7 | -19.3
30 | x | 5.6 | -7.4 | -5.1

Shown in transposed form: entries from further up.
23) C[C@@H]1CN([C@@H](C)CO)C(=O)c2cccc(NC(=O)c3nc4ccccc4s3)c2O[C@@H]1CN(C)Cc1ccncc1
24) CCN1CCN(CC(=O)N/N=C/c2ccc(F)cc2F)CC1
25) CCS(=O)(=O)N1CCC(NC(=O)C2CCCCC2)CC1
26) CC(NC(=O)COC(=O)Cc1ccccc1[N+](=O)[O-])c1ccccc1 (stereo not given)
27) COc1ccc(-n2c(C)cc(=O)[nH]c2=O)cc1
28) CC(C)(C)c1cnnn1-c1cccc([N+](=O)[O-])c1
29) CC1=C(C(=O)N(C(C)C)C(C)C)CC(CC(=O)NCCCCc2ccccc2)C(=O)N1Cc1ccc(F)cc1 (stereo not given)
30) NC(=O)c1c(NC(=O)c2cccs2)sc2c1CCCCCC2

screen / no.	23	24	25	26	27	28	29	30
RAD52 inh	-19.1	x	x	1.0	-4.0	-10.3	-5.5	x
PglD DTNB	4.7	-2.7	0.7	2.1	4.1	x	-4.4	-2.6
Cneo AK release	0.3	4.7	4.5	-1.8	-0.1	x	0.0	-1.7
ERAP1 HTS inh	-12.6	x	x	1.1	-1.3	-9.1	x	x
E-selectin induc	x	x	x	-0.9	x	x	0.0	x
RAD54 branch	5.2	0.6	1.7	-7.3	-12.9	x	0.9	5.6
miR122 inh	0.7[16.7 µM]	-8.2	-6.3	-1.8	0.5	-4.5	-9.7	-7.4
PGC1a acetyl inh	4.5	-9.0	2.2	23.3	x	2.2	-19.3	-5.1

(more compounds)
No. | canonical_smiles | RAD52 inh | PglD DTNB | Cneo AK release | ERAP1 HTS inh
31 | Cc1cc(C(=O)CSc2nnc(-c3ccc4c(c3)OCO4)o2)c(C)n1-c1ccc(F)cc1 | -3.0 | 5.1 | -2.4 | 0.0
32 | Cc1ccc(C(C(=O)NC2CCCCC2)N2CCOCC2)cc1 (stereo not given) | x | -1.9 | -1.8 | x
33 | Cc1ccc(C(O)c2ncc(-c3ccccc3)[nH]2)c(C)c1 (stereo not given) | -13.5 | -0.9 | -0.3 | -2.4
34 | COc1ccc(S(=O)(=O)N(C)C[C@@H]2Oc3ccc(NS(=O)(=O)c4ccc(Cl)cc4)cc3CC(=O)N([C@@H](C)CO)C[C@H]2C)cc1 | x | 2.8 | 15.1 | x
35 | COC(=O)CNC(=O)C1Cc2ccccc2CN1S(=O)(=O)c1ccc(F)cc1 (stereo not given) | -1.7 | -6.9 | 6.1 | -1.0
36 | COc1ccccc1Nc1nn2c(=O)c3ccc(C(=O)N4CCCC(C)C4)cc3nc2s1 (stereo not given) | -11.7 | 3.6 | -1.1 | -0.1
37 | CCC(CO)Nc1ncnc2c1cnn2-c1ccc(OC)cc1 (stereo not given) | -5.9 | -0.2 | -4.8 | -4.4
38 | O=C1CC(C(=O)NCCc2ccccc2)SC(=Nc2ccccc2)N1 (stereo not given) | -19.9 | -2.8 | 0.5 | 4.2
39 | Cc1ccc([C@@H]2CC=C(C(=O)O)[C@H](c3cccc(Cl)c3)N2S(=O)(=O)c2ccccc2C)cc1 | 5.2 | -2.8 | 5.9 | -0.9
40 | O=C(C[C@@H]1C[C@@H]2c3cc(NC(=O)Nc4ccc(C(F)(F)F)cc4)ccc3O[C@@H]2[C@H](CO)O1)NCCc1ccccc1 | -12.0 | -0.6 | -10.5 | 1.2
41 | Cc1noc(C)c1S(=O)(=O)Nc1ccc2c(c1)C(=O)N([C@@H](C)CO)C[C@H](C)[C@H](CN(C)C(=O)Nc1ccccc1)OCCCC[C@H](C)O2 | 11.9 | 8.6 | -4.3 | 1.6
42 | CC(=O)[C@@]1(O)CCC2C3CC[C@H]4C[C@@H](O)CC[C@]4(C)C3CC[C@@]21C (stereo not given in full) | -1.0 | -3.8 | -5.4 | -2.7
43 | CC(C)NC(=O)N[C@@H]1C=C[C@@H](CC(=O)O)O[C@H]1CO | 0.4 | 2.4 | 3.6 | 1.6
44 | COc1ccc(NC(=O)/C(C#N)=C/c2ccc3c(c2)n(C)c(=O)n3C)cc1 | x | -0.6 | 2.3 | x
45 | C[C@@H]1CN([C@H](C)CO)C(=O)c2cc(NC(=O)Nc3ccc(F)cc3)ccc2O[C@@H](C)CCCCO[C@@H]1CN(C)S(=O)(=O)c1ccc(Cl)cc1 | 14.0 | -2.3 | -5.3 | 0.9
46 | O=C(CN1CCN(C(=O)C2CCCO2)CC1)Nc1ccc(Cl)cc1 (stereo not given) | -22.7 | -0.4 | -0.2 | -3.3
47 | C[C@H](CO)N1C[C@H](C)[C@H](CN(C)S(=O)(=O)c2cccc(F)c2)Oc2ncc(-c3ccc(F)cc3)cc2C1=O | 3.2 | 26.1 | -2.0 | 2.7

No. | E-selectin induc | RAD54 branch | miR122 inh | PGC1a acetyl inh
31 | -0.2 | 2.6 | -6.4 | 9.9
32 | x | -6.2 | -2.3 | -13.3
33 | -0.1 | 9.3 | 43.2 | x
34 | 0.0 | -1.1 | -7.8[16.7 µM] | 6.4
35 | x | 1.5 | -2.8 | x
36 | 0.3 | -1.3 | 7.5 | x
37 | -0.1 | -11.2 | -3.3 | 3.6
38 | 2.4 | 6.4 | 3.6 | 3.7
39 | 0.0 | 8.6 | 7.1 | -3.4
40 | -0.1 | 1.1 | 6.9[16.7 µM] | -14.3
41 | -0.1 | -0.4 | 6.9[16.7 µM] | -1.6
42 | -0.2 | -2.2 | x | -5.1
43 | -0.2 | -7.2 | x | 3.5
44 | x | -3.8 | -9.6 | 2.9
45 | x | -2.0 | -5.5[16.7 µM] | -6.9
46 | -4.4 | -6.3 | -2.4 | -0.4
47 | -0.1 | 6.6 | -3.8[16.7 µM] | -0.4

From PubChem
